# AddAB inh – less growth of phage-infected E. coli with AddAB; inhibition, % at 11.9 µM; E. coli expressing H. pylori AddAB, absorbance growth; hit rate 0.29% among 330,000; in the data active = inhibition above about 12%;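 note: 0% = vehicle wells of infected cells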
# OPRM1-OPRD1 ag – OPRM1-OPRD1 heterodimerization agonism. cells, luminescence. activation, % at 9.3 µM. hit rate 0.3% among 340,000. AID 504326; in the data active = activation above about 18%;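 note: 0% = vehicle-treated cells and 100% = reference agonist; values of inactives mirror those of a sister screen read the other way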
# HTR5A inv ag – HTR5A inverse agonism, opioid heterodimer counter-screen; inhibition, % at 9.3 µM; HTR5A cell line, luminescence; hit rate 0.083% among 340,000; P47898; AID 504634; in the data active = inhibition mostly above about 23%, no sharp cut-off; inactive = mostly below about 18%;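 note: 0% = cells with DMSO and 100% = no-cell wells with DMSO; some compounds called inactive have numbers as strong as hits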
# PKA-R1A act – PKA-R1A complex activation; PKA-R1A dissociation, Cy5-IP20 fluorescence polarization; scaled: DMSO 0%, 113 µM cGMP 100%; P00514+P68181; hit rate 0.083% among 340,000; activation, % at 11.4 µM;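 active = percent activation above the mean of all tested compounds plus 3 SD, cut at about 19% in these data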;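 note: higher means more PKAc released from R1A so a rise in polarization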
# DSG3 Ab inh – inhibitors of pemphigus antibody binding to human desmoglein-3. DSG3-coupled beads, scFv-anti-DSG3-GFP binding, flow cytometry; stronger effect = lower value. binding (percent of control), % at 10 µM. P32926. hit rate 0.48% among 310,000;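 active = binding more than 3 SD below its plate's average and above zero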; note: some compounds called inactive have numbers as strong as hits
# Target sequence (P32926 whole entry, looked up): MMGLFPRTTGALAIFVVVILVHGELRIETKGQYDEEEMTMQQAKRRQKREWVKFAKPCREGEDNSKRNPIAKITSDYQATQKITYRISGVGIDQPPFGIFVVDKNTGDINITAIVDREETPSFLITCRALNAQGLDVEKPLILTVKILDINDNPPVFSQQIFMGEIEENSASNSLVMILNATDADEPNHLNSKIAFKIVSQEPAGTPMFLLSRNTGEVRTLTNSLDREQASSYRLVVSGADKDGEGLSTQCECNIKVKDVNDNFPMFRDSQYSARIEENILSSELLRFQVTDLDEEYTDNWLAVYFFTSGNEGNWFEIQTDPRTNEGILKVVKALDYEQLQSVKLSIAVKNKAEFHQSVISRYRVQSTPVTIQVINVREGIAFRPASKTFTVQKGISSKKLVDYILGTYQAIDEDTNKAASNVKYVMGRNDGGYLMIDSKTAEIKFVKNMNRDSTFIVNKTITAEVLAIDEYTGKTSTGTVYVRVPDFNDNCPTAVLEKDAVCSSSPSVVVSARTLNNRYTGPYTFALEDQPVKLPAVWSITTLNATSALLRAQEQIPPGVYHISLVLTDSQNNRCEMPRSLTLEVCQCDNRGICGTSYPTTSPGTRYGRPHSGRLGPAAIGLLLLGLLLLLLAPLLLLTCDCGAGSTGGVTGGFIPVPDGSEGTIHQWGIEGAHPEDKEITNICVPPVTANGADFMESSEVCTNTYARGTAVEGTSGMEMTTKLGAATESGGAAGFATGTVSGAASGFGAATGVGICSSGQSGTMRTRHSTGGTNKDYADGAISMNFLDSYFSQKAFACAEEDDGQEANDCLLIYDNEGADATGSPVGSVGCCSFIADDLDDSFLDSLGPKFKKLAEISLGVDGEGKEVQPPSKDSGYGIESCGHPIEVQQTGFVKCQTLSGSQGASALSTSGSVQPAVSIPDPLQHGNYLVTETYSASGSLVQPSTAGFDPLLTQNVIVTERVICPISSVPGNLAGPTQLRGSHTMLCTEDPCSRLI
# phage Ecoli inh – E. coli growth loss with phage present; growth absorbance; inhibition, % at 11.9 µM; hit rate 0.26% among 360,000; AID 651602; in the data active = inhibition above about 11%
# OPRM1-OPRD1 inv – mu-delta opioid heterodimer inverse agonism; hit rate 0.21% among 340,000; inhibition, % at 9.3 µM; cell-based MOR-DOR heterodimer luminescence; AID 504357; in the data active = inhibition above about 22%, passing the limit was not always enough;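 note: 0% = cells with DMSO and 100% = wells without cells with DMSO; values of inactives mirror those of a sister screen read the other way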
# SUMO Mot1 rescue – inhibitors of SUMOylation pathway: yeast Mot1-301 growth rescue; S. cerevisiae Mot1-301 growth rescue, ATP luminescence, 38.5C; percent above DMSO median, 100 means doubled; growth rescue, % at 18.8 µM; hit rate 1% among 320,000; AID 2716;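 active = every valid replicate shows activation above 250% relative to neutral control wells; inactive = the rest, any valid replicate at or below 250%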;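 note: OY570 slx delta 5 strain wells were the positive control but not used for scaling; some compounds called inactive have numbers as strong as hits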
# Ecoli viability – reduces bacterial viability in AddAB counter-screen; inhibition, % at 11.9 µM; E. coli V3065 growth, OD600 absorbance, 18 h; hit rate 0.27% among 330,000;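 active = inhibition above the campaign's mean inhibition across all tested compounds plus 3 SD, cut at about 9.9% in these data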;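 note: uninfected addAB+ strain grown without phage in ampicillin broth; 0% = DMSO wells and 100% = ciprofloxacin 0.95 µg/ml wells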
# PfHsp90 yeast 2 – reduces growth (ATP signal) of yeast expressing P. falciparum Hsp90; S. cerevisiae expressing PfHsp90, BacTiter-Glo ATP, 48 h; yeast lacking PDR1 and PDR3 efflux regulators; inhibition, % at 9.4 µM; hit rate 0.32% among 310,000;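 active = every replicate shows inhibition above about 80%, whatever the replicate mean, limit read from the data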;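 note: 0% = DMSO neutral controls and 100% = 20 µM radicicol positive controls; yeast relying on Plasmodium falciparum Hsp90 in place of its own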
# HTR5A ag – activates human HTR5A in OPRM1-OPRD1 agonist counter-screen | P47898 | HTR5A agonist assay, luminescence, cell-based | activation, % at 9.3 µM | hit rate 0.61% among 340,000 | AID 504692; in the data active = activation mostly above about 9.5%, no sharp cut-off; inactive = mostly below about 7.6%;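 note: 0% = cells with vehicle only and 100% = reference agonist; strong numbers were not always called active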
# * marks the source's active call; other numbers are inactive results; / = no result given. An unsorted share of the library, and some 3.2% of all compounds hit somewhere here.
mol,DSG3 Ab inh,phage Ecoli inh,HTR5A inv ag,OPRM1-OPRD1 ag,AddAB inh,PfHsp90 yeast 2,HTR5A ag,OPRM1-OPRD1 inv,SUMO Mot1 rescue,PKA-R1A act,Ecoli viability
Cc1ccsc1C(=O)OCC(=O)NCCCc1ccccc1,102,2.6,12,-1.7,0.7,-26,-7,9,2,-12,-9.2
CCC1(C)Cc2c(sc3nc(SC)[nH]c(=O)c23)CO1 (stereo unspecified),95,0.3,4,-1.8,4.3,-22,-2,9,-13,0,0.6
COc1ccc(C(=O)Nc2cccc(-c3nnc(-c4ccco4)o3)c2)cc1,104,4.8,-40,1.1,3.5,-16,-2,-7,-11,0,-0.3
COc1ccc(C(=O)Nc2ccc3c(c2)OCCO3)cc1S(=O)(=O)N1CCOCC1,106,4.4,8,0.3,0.9,-33,-1,-1,-10,8,0.7
O=C(Oc1cccc(C(=S)N2CCOCC2)c1)c1ccc([N+](=O)[O-])cc1,109,-0.9,-9,0.0,1.2,-12,3,0,278,4,2.5
Cc1cccc(-n2c(SCc3cc(=O)n4ccsc4n3)nc3ccccc32)c1,/,2.1,-17,2.3,-1.4,-12,6,-14,-16,14,-2.0
Cc1c(C(=O)NCC2COc3ccccc3O2)oc2ccc(S(=O)(=O)N3CCOCC3)cc12 (stereo unspecified),96,1.1,-4,0.7,1.4,/,3,-4,15,-2,0.0
COc1ccc2[nH]c(N=Nc3ccccc3C)c(O)c2c1,101,1.7,-8,0.4,-0.5,19,2,-2,3,-8,-2.7
Cc1ccccc1CNC(=O)CCC(=O)N1Cc2ccccc2Oc2ncccc21,99,-1.0,-11,-0.8,0.7,8,3,4,12,-4,-1.1
CC1CCCCN1C(=O)c1ccc(C(=O)c2ccccc2)cc1 (stereo unspecified),/,-0.3,-7,-3.0,3.0,-6,-1,11,-15,-2,0.1
CCCc1cc(C(=O)OC)c(NC(=O)OCC)s1,/,/,-21,3.8,-0.7,15,-1,-21,2,9,0.8
Nc1ccc2c(c1)-c1ccccc1S(=O)(=O)N2,105,1.6,-6,4.0,-2.8,-54,-3,-20,81,-9,-1.2
CN1C(=O)C(C)(C)c2cc(S(=O)(=O)N3CCN(c4cccc(Cl)c4)CC3)ccc21,105,1.5,-5,1.1,5.6,-4,2,-5,11,2,1.2
Cc1nc2cc(-c3cccc(F)c3)nn2c(C)c1CCC(=O)NC(C)CCc1ccco1 (stereo unspecified),100,/,-34,-2.9,0.2,8,12,15,-20,-11,-2.6
COCCNc1ncnc2c1[nH]c1ccccc12,98,1.7,11,3.0,3.2,0,3,-15,-14,3,1.9
O=C(Nc1ccon1)c1ccc(Cl)s1,97,2.6,-12,-0.5,-0.7,18,3,3,-12,8,-1.0
O=c1[nH]c(CSc2nnc(COc3ccccc3)n2-c2ccccc2)nc2ccccc12,/,/,-9,-3.7,0.9,1,-2,17,-18,-9,0.4
COc1cc(NC(=O)c2noc3c2CCC3)c(OC)cc1Cl,97,0.9,-14,0.6,0.1,/,-1,-4,-17,-3,0.1
CC(C(=O)Nc1ccc2c(c1)OCCO2)N1Cc2ccccc2C1=O (stereo unspecified),97,0.7,-35,-3.0,3.4,3,5,15,34,-9,-2.2
COc1ccc(C(=O)NCCc2nnc3ccc(SCC(=O)N4CCCC4)nn23)cc1,115,0.8,22,-0.2,1.0,6,-1,1,-16,-4,2.7
COc1ccc(F)cc1S(=O)(=O)N1CCCC(C)C1 (stereo unspecified),85,-2.5,-21,-0.5,0.8,9,-1,3,-19,-5,-1.1
O=C(NCCCn1ccnc1)c1ccc(NS(=O)(=O)c2cccc([N+](=O)[O-])c2)cc1,103,2.1,21,-2.4,-1.6,-10,-8,13,23,14,1.3
O=C(NCCc1c[nH]c2ccccc12)C(=O)NCC1OCCCN1S(=O)(=O)c1ccc(F)cc1 (stereo unspecified),105,1.2,-59,-1.5,5.3,5,16*,8,1,-10,0.7
COc1ccc(S(=O)(=O)Nc2ccccc2C(=O)NCc2cccnc2)cc1OC,94,3.8,-18,0.8,4.0,-9,3,-5,-14,6,-0.7
CSCCC(NC(=O)COc1ccccc1)C(=O)N(C)Cc1ccc(Cl)cc1Cl (stereo unspecified),106,0.0,0,1.0,0.3,-5,0,-4,0,-4,0.2

# Arranged by the number under phage Ecoli inh (lowest first): some entries from above.
Molecule,DSG3 Ab inh,phage Ecoli inh,OPRM1-OPRD1 ag,AddAB inh,PfHsp90 yeast 2,OPRM1-OPRD1 inv,SUMO Mot1 rescue,PKA-R1A act
O=C(NCCc1c[nH]c2ccccc12)C(=O)NCC1OCCCN1S(=O)(=O)c1ccc(F)cc1 (stereo unspecified),105,1.2,-1.5,5.3,5,8,1,-10
O=C(Nc1ccon1)c1ccc(Cl)s1,97,2.6,-0.5,-0.7,18,3,-12,8
COc1ccc(C(=O)Nc2ccc3c(c2)OCCO3)cc1S(=O)(=O)N1CCOCC1,106,4.4,0.3,0.9,-33,-1,-10,8

# Remaining list, next part
mol,DSG3 Ab inh,phage Ecoli inh,HTR5A inv ag,OPRM1-OPRD1 ag,AddAB inh,PfHsp90 yeast 2,HTR5A ag,OPRM1-OPRD1 inv,SUMO Mot1 rescue,PKA-R1A act,Ecoli viability
Cc1ccc2c(c1)COc1c3ccc(C(=O)N4CCCCC4)cc3nn1-2,98,2.3,-10,-0.9,-0.2,-10,0,5,4,-4,-0.8
Cc1nnc2c(N3CCN(C(=O)c4ccco4)CC3)nc3ccccc3n12,/,-1.9,14,-3.0,1.5,4,-3,16,8,1,1.4
O=C(CN1CCCC1)OCCCC1CCCCC1,/,2.2,6,-2.2,2.9,7,-5,11,-7,-2,1.3
Cc1nn(C(C)C(=O)O)c(=O)c2ccccc12 (stereo unspecified),103,3.5,-7,-2.9,4.7,3,3,14,248,-7,3.2
Cc1ccccc1-c1noc(-c2ccccc2C(=O)NCc2ccco2)n1,112,1.1,-3,-0.8,5.3,-35,-1,4,-12,2,-1.3
Cc1ccc(NC(=S)Nc2cccc3cnccc23)c(C)c1,107,-0.2,-9,8.2,-0.9,1,3,-42,2,-1,-1.4
Cc1ccc(Cl)c(OCCN2CCc3ccccc3C2)c1,105,2.6,-45,1.1,1.0,4,3,-6,323*,-5,0.2
CCC(c1nnnn1C(C)(C)CC)N1CCN(c2ccccc2F)CC1 (stereo unspecified),103,3.3,1,-1.1,0.2,7,8,5,-10,-3,0.4
CCOC(=O)N1CCN(Cc2nc(N)nc(Nc3ccc(Cl)cc3)n2)CC1,123,-1.1,3,-3.0,-1.9,-7,-1,14,/,-12,-2.3
CC1=C(C(=O)Nc2ccccn2)C(c2ccccc2Cl)NC(=S)N1 (stereo unspecified),96,2.5,6,-2.3,0.7,37,-3,11,-1,2,0.6
Cc1ccc2cccc(OCC(=O)Nc3ccc4c(c3)OCO4)c2n1,/,1.5,-3,-3.4,2.2,1,3,15,-9,-5,1.4
O=C(CSc1nnc(NC(=O)C2CC2)s1)Nc1ccccc1,108,4.4,-4,-3.3,2.5,-10,2,18,2,10,0.5
CCc1ccc(-c2csc3[n+]2CCN3C(C)=O)cc1,101,3.3,-21,1.7,1.5,13,8,-10,-10,-1,1.2
COc1ccc(C2=NN(C(=O)CCCC(=O)O)C(c3cccs3)C2)cc1OC (stereo unspecified),84,5.1,5,-2.1,1.4,-5,-2,10,3,-2,-1.8
O=C(CSc1nnc(C2CC2)n1Cc1ccccc1)N1CCNC1=O,90,2.5,-19,-2.3,1.8,3,5,12,-11,-4,-0.7
O=C(COC(=O)CC1CCS(=O)(=O)C1)Nc1ccc(F)cc1 (stereo unspecified),102,0.3,11,-1.2,-2.2,/,-1,5,-8,6,-0.9
CS(=O)(=O)c1cccc(C(=O)NCc2ccccc2)c1,103,2.9,8,-1.0,1.0,6,1,6,-8,-3,-0.6
CC(C)C[C@H](NC(=O)OC(C)(C)C)C(=O)N/N=C/C1=Cc2ccccc2OC1C (stereo partly specified),99,8.7,-11,5.0,-0.8,-11,4,-26,15,-4,0.3
COc1ccccc1OCc1ccc(C(=O)Nc2ccccc2F)cc1,126,2.1,-9,4.0,4.5,-26,12,-22,125,6,-1.9
O=C(C(=O)N1CCCCCC1)c1c[nH]c2ccccc12,115,1.8,-4,0.9,/,0,2,-5,47,-9,/
CC(/C=N\NC(=O)Cn1cncn1)=C/c1ccc(C(C)C)cc1,108,2.3,/,/,-1.5,/,/,/,14,/,0.8
CC(C)CC(NS(=O)(=O)c1cc(C(=O)O)ccc1Cl)C(=O)O (stereo unspecified),100,2.2,-1,-1.0,-1.4,8,0,5,/,10,-2.1
CCOC(=O)CNC(=O)CSc1nc(-c2cccc(C)c2)ns1,106,0.2,-5,0.5,0.6,0,2,-3,-1,-16,-0.8
C[C@H](CO)N1C[C@H](C)[C@@H](CN(C)CC2CCCCC2)Oc2c(NC(=O)Cc3ccccc3)cccc2C1=O,89,0.4,0,1.3,3.4,-4,0,-6,/,0,-0.7
Clc1cccc2sc(N3CCN(c4ccccc4)CC3)nc12,100,4.8,5,0.6,1.1,19,-2,-4,-9,-17,0.2
NC(=O)c1ccc(N2CCCCC2)c(N2C(=O)C3CC=CCC3C2=O)c1 (stereo unspecified),107,0.1,-4,-0.2,1.2,-4,1,1,448,-10,0.4
CCN(C(=O)COC(=O)c1ccc2c(c1)OCO2)c1c(N)n(Cc2ccccc2)c(=O)[nH]c1=O,92,3.7,-2,0.6,/,3,1,-4,/,-10,/
O=C(NCC1OCCc2ccccc21)c1ccc(NC(=O)c2cccc(Br)c2)cc1 (stereo unspecified),86,0.1,11,-1.6,-0.5,-3,4,8,11,-12,1.0
NC(=O)C1CCN(C(=O)CN(c2cccc(C(F)(F)F)c2)S(=O)(=O)c2ccccc2)CC1,95,2.8,-13,-1.7,-1.3,-3,1,10,/,-12,1.5
CC(C(=O)NC1CCCC1)N1C(=O)c2cccc3cccc1c23 (stereo unspecified),116,-2.0,-2,-2.1,1.4,-1,1,12,-4,3,3.2
Cn1c(=O)c(=O)n(C)c2cc([N+](=O)[O-])c(N3CCOCC3)cc21,105,4.3,-4,-1.9,3.8,11,7,10,0,-16,-0.9
CN1C(=O)c2ccc(NC(=O)c3ccc(N4CCCCC4)c([N+](=O)[O-])c3)cc2C1=O,/,3.7,-19,-2.2,1.5,10,-1,11,-1,-2,0.3
CCOc1ccccc1OCC(=O)NCCc1ccc(S(N)(=O)=O)cc1,114,3.2,-12,-1.7,-0.2,/,1,8,/,1,-3.1
CN(C)c1ccc(/C=C/C(=O)c2cccc(Br)c2)cc1,316,1.6,-14,2.5,1.3,-1,1,-13,248,-2,1.2
COc1cc(C)ccc1OCc1cc(C(=O)N2CCN(C3CCCCC3)CC2)no1,91,2.1,19,0.1,3.1,4,4,-1,/,-4,-0.3
CCn1cc(C(=O)O)c(=O)c2cnc(N3CCN(C(=S)NC(=O)c4ccccc4)CC3)nc21,102,-5.6,-5,-1.4,2.7,-19,-4,7,870,-6,-0.6
CN1CCCN(S(=O)(=O)c2ccc(O)c(C(=O)O)c2)CC1,91,2.5,13,-1.0,0.2,-11,-3,5,3,1,1.8

# Compound activity: PubChem BioAssay, several laboratories
